Assay outcomes from PubChem.
HepG2 tox: kills HepG2 cells in TGF-b inhibitor counter-screen. HepG2 CAGA-GFP viability, ATP luminescence, 18 h. AID 588856. Potency, µM (doses to about 46.1 µM), inactives show at the top dose activity change, negative = cytotoxicity, hits mostly cytotoxic. 410,000 compounds, 0.76% hits; also: potency is read from the fitted curve at half-maximal effect; some results filed as inactive show a strong effect at the top dose
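HepG2 CAGA-GFP cells (1000/well, DMEM with 1% FBS) received compound, then TGF-beta at 500 pg/mL final, and were incubated 18 hours at 37 degrees C. Viability was read by CellTiter-Glo luminescence. Media-only wells were set as complete cell-killing and DMSO as no toxicity.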
Abeta rescue: A-beta toxicity reversal in yeast; AID 1347071; yeast expressing A-beta42, growth rescue, OD600, 48 h; response scale: 0% DMSO, 100% iron-clioquinol control; 410,000 compounds, 0.063% hits; Potency, µM (series often up to 46.1 µM), for the others: at the highest dose growth rescue, actives largely listed as activators; also: potency is read from the fitted curve at half-maximal effect; nearly all actives have a fitted effect of over 55% in size
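Growth rescue measured by 600 nm absorbance after 48 h yeast culture at 30 C with compound. Values normalized between DMSO and an equimolar ferric chloride plus clioquinol control.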
CCT chaperon mod: cytosolic chaperonin activity modulation | purified chaperonin ATPase assay, HTRF ADP detection, 30 min | activity change, % (no concentration beside the values), hits read low | 360,000 compounds, 0.3% hits; in the data active = activity change below about -30%; also: % is scaled to controls: 0 for no effect and ±100 for the full control effect
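ATPase activity: ADP formed was measured by HTRF Transcreener (665/615 nm ratio) after 30 min at 37 deg C with 10 uM ATP. Compounds screened at one 76 uM concentration against 40 or 20 nM TRiC in Tris pH 7.4/KCl/MgCl2/DTT buffer.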
Mm-Cpn inhibitor: blocks the Methanococcus maripaludis chaperonin Mm-Cpn; purified Mm-Cpn ATPase, ADP Transcreener TR-FRET; Potency, µM (highest dose often 76.9 µM), for inactives: at the top dose activity, negative = inhibition, hits mostly inhibitors; 330,000 compounds, 0.031% hits; AID 504842; also: potency is read from the fitted curve at half-maximal effect; % is scaled to controls: 0 for no effect and ±100 for the full control effect; nearly all actives have a fitted effect of over 80% in size
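ATPase turnover read by TR-FRET ADP competition (Eu cryptate antibody/ADP-d2, 665/590 nm): 10uM ATP final, 25nM Mm-CPN final, 30 min 37degC after 10-min compound preincubation, pH 7.4 Tris/KCl/MgCl2/DTT buffer.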
TGFb inhibitor: blocks TGF-b signaling; 410,000 compounds, 1.2% hits; HepG2 CAGA-GFP TGF-b/SMAD3 reporter, GFP fluorescence, 18 h; TGF-beta stimulated, 500 pg/mL final; AID 588855; Potency, µM (top dose mostly 46.1 µM), for inactives: at the highest dose activity, negative = inhibition, usual class: inhibitors; also: potency is read from the fitted curve at half-maximal effect; % is scaled to controls: 0 for no effect and ±100 for the full control effect; nearly all actives have a fitted effect of over 65% in size
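Inhibition was scored as loss of TGF-beta-induced (500 pg/mL final, 18 hours, 37 degrees C) GFP in HEPG2 cells carrying a CAGA-GFP reporter, in DMEM with 1% FBS. Well GFP was summed per cell; Activity was normalised to unstimulated and stimulated DMSO wells, then concentration-response fitting.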
A549 tox: A549 cytotoxicity, counter-screen for Nrf2 inhibitors | A549 ARE-Fluc cells, CellTiter-Fluor viability, 18-24 h | Potency, µM (doses to about 46 µM), inactives show at the top dose activity change, negative = cytotoxicity, usual class: inhibitors | 390,000 compounds, 0.16% hits | AID 504648; also: potency is read from the fitted curve at half-maximal effect; % is scaled to controls: 0 for no effect and ±100 for the full control effect
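A549 ARE-Fluc cells in 5% FBS OPTI-MEM, 5000 cells/well, rested 2 h then exposed to compounds in concentration-response for 18-24 h at 37 °C. Viability by CellTiter-Fluor fluorescence (Ex 405/Em 525) after 30 min; luciferase luminescence (BugLite, 15 min, RT) read afterwards.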
Nrf2 activator: activators of Nrf2 (ARE) signaling; AREc32 ARE-luciferase reporter (MCF7-derived line), luminescence, 24 h; Potency, µM (series often up to 46.1 µM), inactives show at the highest dose activation, actives largely listed as activators; 410,000 compounds, 0.31% hits; also: potency is read from the fitted curve at half-maximal effect; % of control where 0% means no effect; nearly all actives have a fitted effect of over 65% in size
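AREc32_Fluc, 1000 cells/well, OPTI-MEM + 5% FBS, o/n 37 deg C 5% CO2; 23 nL cpd by pin tool, 24 hr; Steady-Glo 30 min RT, luminescence.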
Akt phos inh: blocks phosphorylation of Akt | activity change, % for hits at 50 µM | Neuro2A IGF-stimulated pAkt S473 HTRF, 20 min; active compounds read low | 360,000 compounds, 0.32% hits; in the data active = activity change below about -80%; inconclusive = mostly about -51% to -80%; also: % is scaled to controls: 0 for no effect and ±100 for the full control effect
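Neuro2A cells (4,500/well, DMEM with 0.5% FBS) were treated with compound at a single 50 µM final concentration, stimulated with 6 nM IGF for 20 min at 37 °C, and lysed. Phospho-Akt Ser473 was read by HTRF as 665/615 ratio ×10^4.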
Nrf2 inh: inhibitors of Nrf2 signaling | Potency, µM (top dose mostly 46 µM), inactives show top-dose activity change, negative = inhibition, hits mostly inhibitors | A549 ARE-Fluc reporter, luciferase luminescence, 18-24 h | 360,000 compounds, 2.1% hits; also: potency is read from the fitted curve at half-maximal effect; % is scaled to controls: 0 for no effect and ±100 for the full control effect; nearly all actives have a fitted effect of over 60% in size
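Quantitative HTS in A549 cells stably bearing an antioxidant response element-firefly luciferase construct. Inhibition of Nrf2-driven transcription was scored by luminescence after 18-24 h of compound exposure at 37 °C.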
The depositor's hits bear a star; i = inactive; ? = inconclusive; . = not tested or not shown; & = joins results of further samples; [ ] = remark or other dose. Unless noted, calls follow the shape of the dose curve; as a rule, active = well fitted curve in the direction sought with a large enough effect; inconclusive = small, poorly fitted or top-dose-only effect, or another doubt; inactive = no such curve, though single readings can be large; an effect the other way counts as inactive or inconclusive. No enrichment for hits, and some 4.3% of all compounds hit somewhere here.

SMILES	HepG2 tox	Abeta rescue	CCT chaperon mod	Mm-Cpn inhibitor	TGFb inhibitor	A549 tox	Nrf2 activator	Akt phos inh	Nrf2 inh
COc1ccc(CNC(=O)C2CCN(S(=O)(=O)c3ccc(Br)s3)CC2)cc1	1%	3%	-1.0	2%	-11%	0%	2.2%	i	-29%
CCN(C(=O)CSc1nnc(-c2ccccc2)n1C)C1CCS(=O)(=O)C1 (stereo not drawn)	0%	-3%	-2.4	3%	-6%	0%	-0.3%	i	6%
O=C1Nc2cccc3c2N(CCC3)C2=C1CCC2	-2%	4%	0.9	.	?	.	6.9%	i	.
Cc1cc(Cl)ccc1C(=O)C1CCCN(C(=O)c2ccc3ncccc3c2)C1 (stereo not drawn)	-5%	-17%	2.8	-2%	?	-4%	3.9%	i	?
CC(C)(C)[C@@H]1COC(=O)[C@H](Cc2ccc(F)cc2)CC/C=C\C[C@@H](CC(=O)NCCO)C(=O)N1	-19%	-5%	-0.3	1%	10%	0%	-0.8%	i	5%
COc1cc2c(cc1OC)C(COc1ccc3c(C)cc(=O)oc3c1)N(C(=O)c1ccccc1C)CC2 (stereo not drawn)	-10%	-11%	.	.	-10%	-5%	0.7%	.	7%[9.27 µM]
CC(=O)c1cccc(NC(=O)c2cnn3ccccc23)c1	-10%	-8%	-3.2	-4%	-3%	12%	2.7%	i	18%
Cc1nc(CN2CCN(C(=O)NC3(c4ccccc4)CC3)CC2)cs1	2%	-9%	-0.7	2%	25%	-3%	0.1%	i	10%
COc1ccccc1CNc1nc(NCCOc2ccccc2Cl)c2sccc2n1	-64%	-53%[inhibitor]	0.6	.	?	.	-1.4%	i	.
N#Cc1nc(COc2ccccc2F)oc1NCCc1ccccc1	-7%	-4%	-0.8	1%	1%	-18%	3.0%	i	1%
COc1ccccc1N1C(=O)CC(N2CCN(c3ccc([N+](=O)[O-])cc3)CC2)C1=O (stereo not drawn)	-12%	3%	-1.3	-5%	-23%	-14%	-0.3%	i	-14%
O=C(CNC(=O)c1ccco1)Nc1ccc(F)cc1	30%	11%	-1.4	3%	-3%	-8%	2.8%	i	18%
COCCNC(=O)C(c1ccc(OC)cc1)N(C(=O)Cn1nnc2ccccc21)c1cccnc1 (stereo not drawn)	-19%	?	-0.5	3%	-15%	-1%	1.2%	i	-7%
Cc1ccc(/C=N/N2CCN(c3ccccn3)CC2)o1	-25%	5%	0.2	-1%	-6%	7%	4.9%	i	29%
Cc1ccc(C)c(OCCC(=O)NNC(=O)Cn2nc(C)cc2C)c1	0%	-3%	1.2	0%	-4%	-11%	-0.6%	i	19%

The last two compounds of the section before lead into the next.
SMILES	HepG2 tox	Abeta rescue	CCT chaperon mod	Mm-Cpn inhibitor	TGFb inhibitor	A549 tox	Nrf2 activator	Akt phos inh	Nrf2 inh
Cc1ccc(/C=N/N2CCN(c3ccccn3)CC2)o1	-25%	5%	0.2	-1%	-6%	7%	4.9%	i	29%
Cc1ccc(C)c(OCCC(=O)NNC(=O)Cn2nc(C)cc2C)c1	0%	-3%	1.2	0%	-4%	-11%	-0.6%	i	19%
COc1ccc(NS(=O)(=O)c2cc(NC(=O)Cc3cccs3)ccc2C)cc1	-16%	13%	1.0	0%	-29%	-5%	-0.3%	i	3%
Cc1ccc(-c2noc(CNC(=O)c3ccccc3)n2)cc1	-4%	1%	.	.	-4%	-7%	1.1%	.	-17%
CSCC[C@H](NC(=O)OC(C)(C)C)C(=O)N/N=C/c1c(C)[nH]c(=O)[nH]c1=O	4%	-2%	-4.4	-3%	0%	-5%	0.2%	i	4%
Cc1ccccc1Nc1nc(N)nc(COC(=O)CCC(=O)c2ccc(F)cc2)n1	2%	1%	-0.2	?	5%	-2%	-0.2%	i	14%
CC(C)(C)c1cc(NC(=O)c2cccs2)no1	-36%	-45%[inhibitor]	-0.7	.	10%	1%	-0.2%	i	?
O=C1CC(C(=O)O)S/C(=N\N=C\c2ccc(Br)cc2)N1 (stereo not drawn)	-53%	2%	-1.2	0%	1%	-1%	-0.7%	i	1%
C=C(C)CSc1nc2sc3c(c2c(=O)n1-c1ccc(OC)cc1)CCN(C)C3	-8%	-14%	0.0	-6%	0%	1%	0.7%	i	-9%
COc1ccc(Cl)cc1NC(=O)CN(C1CCCCC1)S(C)(=O)=O	-25%	6%	0.9	0%	-20%	-4%	-0.2%	i	-12%
O=C(COC(=O)c1cccs1)NCc1ccccc1	-6%	-27%	-0.6	-1%	-17%	-1%	0.1%	i	6%
Cc1ccc(NC(=O)CN(C)S(=O)(=O)c2cccs2)cc1C	-20%	3%	-0.8	-12%	-18%	-1%	2.4%	i	10%
Cc1cc(C(C)(C)C)oc1C(=O)O	8%	-3%	-5.4	1%	-4%	-3%	0.3%	i	-6%
O=P(Cc1ccccc1O)(c1ccccc1)c1ccccc1	7%	8%	0.0	0%	-9%	-5%	0.8%	i	-5%
Cc1ccc2c(c1)C(=O)CC1(CCC(C(C)(C)C)CC1)O2 (stereo not drawn)	-22%	-9%	0.2	1%	-6%	2%	-0.4%	i	-14%
CCCc1cc(C(=O)N/N=C/c2cccn2C)cs1	3%	-8%	1.1	0%	26%	0%	0.8%	i	9%
Cc1ccc(C(=O)CN(CCC(=O)O)C(=O)c2ccncc2)cc1	1%	-3%	-0.6	0%	9%	1%	-0.9%	i	2%
Cc1cccc(OCC(O)CN2CCc3ccccc3C2)c1 (stereo not drawn)	-7%	-3%	0.2	0%	14%	0%	0.4%	i	17%
CCOc1ccccc1NC(=O)CSc1nc2c([nH]c3ccccc32)c(=O)n1-c1ccccc1	-16%	-6%	.	.	-20%	-8%	11%	.	.
COc1cc(NS(=O)(=O)c2ccc(NC(=S)NC(=O)/C=C/c3ccc(OC)c(OC)c3)cc2)ncn1	0%	-15%	-5.3	-2%	7%	2%	-0.4%	i	-12%
COc1ccccc1/C=C1\SC(=O)N(CCC(=O)N2CCCCC2CCO)C1=O (stereo not drawn)	-5%	-12%	-1.4	-2%	1%	-11%	13%	i	-6%
Cn1c(SCC(=O)NC2CCCc3ccccc32)nnc1C1CC1 (stereo not drawn)	6%	-9%	0.6	-22%	4%	10%	-0.4%	i	15%
COc1cc([N+](=O)[O-])ccc1NC(=O)CN1CCc2cc(OC)c(OC)cc2C1	-3%	-3%	-0.2	-3%	0%	3%	-0.3%	i	?
Cc1cccn2c(=O)c(/C=C(\C#N)C(N)=O)c(Oc3ccccc3)nc12	-22%	-5%	-0.4	-3%	-14%	-10%	?	i	-4%
O=C(Nc1ccc(Cl)c(Cl)c1)c1ccccc1NC(=O)C1CC=CCC1C(=O)O (stereo not drawn)	-12%	-8%	0.0	5%	-20%	-6%	0.7%	i	4%
Cn1c(CN2CCC(C(N)=O)CC2)c(C#N)c2ccccc21	-14%	6%	-1.7	0%	6%	-1%	-0.9%	i	-14%
C#CCN(C(=O)c1ccc(OC2CCN(C(=O)CCOC)CC2)cc1)C1CCCCC1	-15%	10%	0.9	1%	-30%	0%	-0.4%	i	-3%
CC(=O)Nc1ccc(NC(=O)C2Cc3c(-c4ccco4)ccnc3O2)cc1 (stereo not drawn)	-25%	-14%	-1.4	.	4%	.	-0.6%	.	.
CN(C)c1ccc(C(=S)N2CCNCC2)cc1	-4%	-13%	-2.3	-3%	1%	11%	-1.0%	i	-1%
COc1ccccc1CNC(=O)c1cc(-c2ccncc2)nc2c(Cl)cccc12	-24%	16%	-0.5	0%	2%	-3%	12%	i	21%
CC1=C(C(=O)OC2CCCCCC2)C(c2cccc(F)c2F)CC(=O)N1 (stereo not drawn)	-3%	0%	.	.	-40%	2%	-0.9%	.	-9%
N=C(SC1CC(=O)N(c2ccc(F)cc2)C1=O)N1N=C(c2ccccc2)CC1c1ccccc1 (stereo not drawn)	5%	-14%	0.4	0%	-1%	10%	3.0%	i	6%
COc1ccc(NC(=O)NS(=O)(=O)c2ccc(C)cc2)c(OC)c1	-1%	-2%	1.3	-1%	-8%	-2%	-0.3%	i	-6%
COCCN1CCN(Cc2nc(C3(c4ccc(C)cc4)CCCC3)no2)CC1	-5%	-16%	-0.4	-1%	1%	1%	-0.2%	i	9%
Oc1c(C=C2N=c3ccccc3=N2)sc(=S)n1C1CCCCC1	-4%&-34%	-9%&7%	2.6&-2.3	0%&2%	-13%&-16%	-1%&-7%	-0.2%&-0.8%	i	-2%&6%
Cc1ccc(N2CCN(S(=O)(=O)N3CCCCC3)CC2)cc1Cl	3%	-6%	1.1	0%	?	4%	-1.1%	i	-16%
COc1ccc(CNCC(=O)Nc2sccc2C#N)cc1	-6%	-15%	2.0	-2%	14%	11%	9.4%	i	?
CC1CCC(=O)N(CCOc2ccccc2)CC1 (stereo not drawn)	10%	9%	1.6	1%	17%	1%	0.0%	i	8%
CC(=O)Nc1ccc(S(=O)(=O)NCCNS(=O)(=O)c2ccc(NC(C)=O)cc2)cc1	-1%	-19%	-1.4	1%	2%	4%	-0.1%	i	1%
Cc1nc(-c2ccc(NS(=O)(=O)c3ccccc3)cc2)cs1	-1%	5%	1.1	4%	-7%	-24%	-0.9%	i	?
COc1ccc(NC(=O)CSc2nc(-c3ccc(F)cc3)[nH]c2-c2ccc(C)cc2)cc1OC	-19%	2%	.	.	?	?	6.9%	.	?
